Screens deposited in PubChem BioAssay by several laboratories.
CHOP inhibitor: CHOP inhibition in unfolded protein response; CHO-K1 CHOP-promoter luciferase, tunicamycin-induced, 15-18 h; inhibition, % at 10 µM; 220,000 compounds, 3.8% hits; AID 2732;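 active = compounds that reduced the stress-induced luciferase reporter signal by more than about 70% of percent inhibition, limit read from the data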;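 note: 0% = tunicamycin plus vehicle and 100% = wells without tunicamycin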
TRPML3 agonist: agonists of human TRPML3 channel; HEK293 TRPML3-YFP, Fluo-8 calcium fluorescence; 100% = the carbachol control signal; activation, % at 3 µM; 220,000 compounds, 0.29% hits;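 active = activation above its plate's cutoff, the mean activation of the plate's test wells plus 3 SD, cut at about 12% in these data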;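 note: 0% = DMSO only wells and 100% = carbachol wells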
Target sequence (Q8TDD5 whole entry, looked up): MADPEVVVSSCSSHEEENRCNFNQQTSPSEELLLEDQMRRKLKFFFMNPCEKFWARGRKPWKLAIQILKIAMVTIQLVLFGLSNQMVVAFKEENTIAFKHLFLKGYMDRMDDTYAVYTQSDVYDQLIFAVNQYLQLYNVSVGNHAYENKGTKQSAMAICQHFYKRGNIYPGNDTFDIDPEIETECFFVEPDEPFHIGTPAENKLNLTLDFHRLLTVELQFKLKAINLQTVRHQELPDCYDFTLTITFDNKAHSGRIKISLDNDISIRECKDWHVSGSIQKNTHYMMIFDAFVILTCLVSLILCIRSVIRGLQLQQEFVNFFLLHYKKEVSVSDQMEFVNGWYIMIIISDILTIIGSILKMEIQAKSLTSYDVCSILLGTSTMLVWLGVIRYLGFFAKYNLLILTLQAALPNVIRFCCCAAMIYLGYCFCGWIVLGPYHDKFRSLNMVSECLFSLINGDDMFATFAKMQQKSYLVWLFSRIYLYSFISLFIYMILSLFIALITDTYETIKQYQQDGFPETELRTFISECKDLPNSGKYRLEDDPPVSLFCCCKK
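system = HEK293 cells stably carrying human TRPML3-YFP | doses = one concentration, 3 µM nominal, 0.3% DMSO | timing = dye loading 1 h 37 °C then 30 min ambient, 125 s read | detection = Fluo-8 calcium dye fluorescence, ex 470-495, em 515-575 nm | benchmarks = high control carbachol 87 µM, low control DMSO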
TNF death inh: blocks TNF-alpha induced death of Jurkat FADD-/- cells; Jurkat FADD-/- TNF necroptosis rescue, ATP luminescence, 24 h; 0 = TNF only, 100 = no-TNF cells; activation (protection from cell death), % at 10 µM; 220,000 compounds, 0.068% hits; AID 463075;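 active = activation, meaning protection from cell death, of at least 50% relative to plate controls; inactive = activation below 50%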;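 note: necroptosis triggered by 40 ng/mL TNF-alpha added together with compound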
PPC-1+TRAIL kill: compounds killing PPC-1 cancer cells with TRAIL present (potentiator screen, no TRAIL-free arm) | cell killing (% activity), % at 4 µM | PPC-1 cells + TRAIL, ATPLite viability luminescence | 220,000 compounds, 0.41% hits | AID 1443;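 active = cell killing above 50% in the first pass at 4 µM, then a duplicate retest at 5 µM averaging 50% or more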;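 note: plate controls were cells with TRAIL plus DMSO for no effect and medium-only wells lacking cells for full effect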
Runt-SMMHC FRET: Runt domain-CBFb-SMMHC interaction inhibition; Q01196+Q13951; Cerulean-Runt/Venus-CBFb-SMMHC FRET ratio 530/480, 1 h; inhibition, % at 20 µM; 220,000 compounds, 0.74% hits; AID 1434;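 active = mean inhibition across duplicate retests at 20 µM reaching about 50%, limit read from the data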;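 note: 0% = DMSO wells and 100% = wells with excess untagged CBFb-SMMHC; inhibitors lower the FRET ratio by blocking Runt binding to CBFb-SMMHC; some results filed as inactive read as strong as hits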
MDM2 E3 inh: inhibitors of human Mdm2 E3 ubiquitin ligase. 210,000 compounds, 0.11% hits. cell-based MDM2 ubiquitination luciferase reporter, 2 h; 0 = plate control, 100 = twice control, blank-subtracted. signal enhancement, % at 5 µM. Q00987;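 active = signal enhancement of 30% or more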;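 note: luminescence tracks abundance of the self-degrading MDM2-luciferase fusion protein; higher signal means inhibition of MDM2 E3 ligase activity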
Target sequence (Q00987 whole entry, looked up, the tested form may be a part): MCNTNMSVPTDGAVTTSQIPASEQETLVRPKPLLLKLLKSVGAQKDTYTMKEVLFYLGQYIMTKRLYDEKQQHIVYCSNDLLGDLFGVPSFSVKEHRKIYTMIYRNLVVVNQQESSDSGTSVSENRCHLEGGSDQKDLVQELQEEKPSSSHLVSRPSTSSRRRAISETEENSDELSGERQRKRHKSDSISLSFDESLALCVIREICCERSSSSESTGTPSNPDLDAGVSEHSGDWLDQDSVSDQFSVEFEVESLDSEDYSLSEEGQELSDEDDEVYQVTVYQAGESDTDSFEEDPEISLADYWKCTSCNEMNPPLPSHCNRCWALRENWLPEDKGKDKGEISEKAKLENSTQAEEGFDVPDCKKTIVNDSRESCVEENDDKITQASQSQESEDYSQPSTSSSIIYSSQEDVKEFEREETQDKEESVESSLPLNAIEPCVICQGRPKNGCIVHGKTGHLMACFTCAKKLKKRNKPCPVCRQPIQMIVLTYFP
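Assay system: stable mammalian line carrying autodegrading MDM2–luciferase fusion reporter; Input: 2000 cells in each well; Compound dosing: single-point 5 µM; Schedule: 2 h compound exposure at 37 °C; Signal: SteadyLite luciferase luminescence after 15 min room-temperature reagent incubation; Evaluation: % luminescence enhancement versus blank-corrected plate control mean; Benchmarks: plate controls and plate blanks.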
EBV gp42 block: blocks Epstein-Barr virus glycoprotein 42 binding. Q1HVG2. Fluorescence polarization binding assay, mP read-out. inhibition, % (tested at 21.74 µM). 220,000 compounds, 0.42% hits; in the data active = inhibition above about 50%
p47phox inh: inhibitors of human p47phox binding | P14598 | p47phox/p22phox peptide binding, fluorescence polarization, 2 h | inhibition, % at 24.7 µM | 220,000 compounds, 0.53% hits | AID 1274;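 active = inhibition above about 30%, limit read from the data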;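 note: 0% = p47phox with labelled peptide and 100% = labelled peptide alone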
TRPN1 ag: zebrafish TRPN1 (NompC) channel agonism; AID 1424; 220,000 compounds, 0.18% hits; HEK293 zebrafish TRPN1-YFP, Fluo-8 calcium fluorescence; 100% = response to 87 µM carbachol; activation, % at 3 µM;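 active = activation above its plate's cutoff, the mean activation of test wells on that plate plus 3 SD, cut at about 19% in these data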;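 note: 0% = DMSO alone and 100% = 87 µM carbachol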
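Material: zebrafish TRPN1-YFP in HEK293 cells. Doses: one dose of 3 µM, 0.3% DMSO. Incubation: dye 1 h 37 °C plus 30 min RT. Measured by: intracellular calcium fluorescence with Fluo-8.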
Starred values were filed as active, the others as inactive; . = no result given; [ ] = another dose, or the depositor's remark.

Start of the listing, in advance (2 entries):
Order of values: CHOP inhibitor	TRPML3 agonist	TNF death inh	PPC-1+TRAIL kill	Runt-SMMHC FRET	MDM2 E3 inh	EBV gp42 block	p47phox inh	TRPN1 ag
1. COc1ccc(CCNC(=O)C(C(=O)c2ccc(F)cc2)n2ccccc2=O)cc1OC (configuration not stated)
 : 20	-0.5	-0.2	19	1	-9	-1	10	-1.4
2. CCc1ccc(NC(=O)c2cc(-c3ccc(OC)cc3)on2)cc1
 : 1	0.6	-2.0	14	-1	-12	-12	1	-0.6

The whole of this part, from the first entry:
Order of values: CHOP inhibitor	TRPML3 agonist	TNF death inh	PPC-1+TRAIL kill	Runt-SMMHC FRET	MDM2 E3 inh	EBV gp42 block	p47phox inh	TRPN1 ag
1. COc1ccc(CCNC(=O)C(C(=O)c2ccc(F)cc2)n2ccccc2=O)cc1OC (configuration not stated)
 : 20	-0.5	-0.2	19	1	-9	-1	10	-1.4
2. CCc1ccc(NC(=O)c2cc(-c3ccc(OC)cc3)on2)cc1
 : 1	0.6	-2.0	14	-1	-12	-12	1	-0.6
3. CC(C)NC(=O)c1cc(-c2ccco2)on1
 : -27	0.8	-0.6	-1	-1	-9	-8	-8	0.2
4. N=C1C(c2nc(-c3ccc(F)cc3)cs2)=C(O)CN1CCCN1CCOCC1
 : -5	0.4	-1.8	16	-5	-11	-7	-19	1.0
5. CCC(C(=O)O/N=C(\N)c1ccccc1)c1ccccc1 (configuration not stated)
 : 10	1.2	1.5	11	0	.	-14	-1	-0.9
6. COc1ccc(CCNC(=O)CN2C(=O)NC(C)(c3ccc([N+](=O)[O-])cc3)C2=O)cc1 (configuration not stated)
 : 4	0.3	-0.3	-7	4	-13	-10	-3	1.8
7. COc1ccccc1NC(C)C(=O)N/N=C/c1ccccc1OCc1cccc(Br)c1 (configuration not stated)
 : 21	-0.4	0.9	3	-1	-2	-8	-11	-0.2
8. COCn1c(COc2ccc3ccccc3c2)nc2ccccc21
 : 27	-0.8	2.1	24	1	-2	-7	-16	-1.2
9. CCOC(=O)c1c(NC(=O)CN2CCCCC2)sc2c1CCCC2O (configuration not stated)
 : 86*	1.1	-0.2	6	0	-7	3	-6	-1.5
10. COc1ccc(COC(=O)Nc2cn(C)nc2C(F)(F)F)cc1
 : 17	0.5	0.5	-19	3	-21	-1	1	0.1
11. COc1cccc(CC(=O)Nc2ccc3nc(C)sc3c2)c1
 : -9	-0.2	2.5	12	0	.	-9	-14	1.4
12. N#C/C(=C\c1cn(Cc2ccccc2C#N)c2ccccc12)C(=O)NCc1cccs1
 : 6	0.2	-1.9	3	-26	-3	-34	-31	-1.1
13. O=C(NC(=S)NCCCN1CCOCC1)c1ccco1
 : 9	0.8	-1.9	22	-4	22	-8	1	1.2
14. Cc1ccc(S(=O)(=O)/N=c2\sccn2C)cc1
 : 4	-0.3	-0.7	16	1	-6	-14	1	2.4
15. CC(C)(CO)NS(=O)(=O)c1ccc2c(c1)C(=NO)c1cc(S(=O)(=O)NC(C)(C)CO)ccc1-2
 : -4	0.1	1.2	7	-5	-1	-11	-3	-1.2
16. COC(=O)CNC(=O)COc1ccccc1
 : 17	0.8	0.4	-11	-2	-22	-4	-2	1.2
17. c1ccc2c(c1)CC/C2=N/Nc1nc2ccccc2[nH]1
 : -26	1.7	6.1	23	1	-25	-4	-14	-1.3
18. C/C=C/C=C\C(=O)Nc1cccc(C2=NOC3(C2)C[C@H](C(N)=O)N(C(=O)CC#N)C3)c1 (some centres not stated)
 : -5	.	1.9	11	0	11	-3	-20	.
19. Cc1cc(C)c2[nH]c(=O)c(CN(CC3CCCO3)C(=O)C3CCCO3)cc2c1 (configuration not stated)
 : -19	1.2	-1.0	12	0	1	5	-5	0.1
20. CCCCn1nnnc1SCC(=O)NCc1ccccc1
 : -4	0.1	1.0	12	2	-17	-12	4	-0.1
21. COc1ccc(C2c3c(-c4ccccc4O)n[nH]c3C(=O)N2Cc2ccco2)cc1 (configuration not stated)
 : 42	-1.7	-0.1	0	1	-6	3	-26	-1.4
22. CC(C)CCn1c(=O)[nH]c2ccccc21
 : 5	0.1	-1.7	-26	-1	-5	-18	-9	0.4
23. C[C@@H]1NC(=O)[C@H](CCC(N)=O)NC(=O)c2cc([N+](=O)[O-])cc(I)c2NCCC[C@@H](C(N)=O)NC1=O
 : -1	0.2	0.8	40	2	.	-4	-7	1.1
24. O=C(CSc1ccccn1)NC1CCCC1
 : -6	-0.1	0.7	24	1	-33	-19	8	-0.6
25. CCOC(=O)N1CCN(CC(=O)Nc2sccc2C#N)CC1
 : -18	-0.5	-0.5	-7	0	-11	-8	-2	-0.6
26. CC(C(=O)Nc1cccc([N+](=O)[O-])c1)[n+]1ccccc1 (configuration not stated)
 : -7	0.7	1.2	-1	-2	-14	-1	-3	-0.3
27. CC1=Nc2ccccc2NC(=O)C1Sc1nnc(C)s1 (configuration not stated)
 : 24	0.1	-2.1	22	-5	-13	-2	-5	1.0
28. CC(=O)c1ccc(S(=O)(=O)NCCCC(=O)NCCc2ccccn2)cc1
 : 30	-0.9	0.3	0	0	-8	5	-12	1.3
29. Cc1ccccc1Cn1c(O)c(N=NC(=S)Nc2ccccc2F)c2ccccc21
 : -17	-0.1	-0.7	7	0	-3	-11	-12	0.0
30. CS(=O)(=O)N(CC(O)CON=C1c2ccccc2-c2ccccc21)c1ccc(F)cc1 (configuration not stated)
 : 73*	0.1	0.6	5	-2	5	1	-18	4.2
31. CCOc1cc2[nH]c(=S)n(CCCN3CCOCC3)c(=O)c2cc1OCC
 : 4	0.0	0.7	5	-3	0	-11	9	-1.1
32. Cc1nnc(SCC(=O)N2CCC(C(=O)Nc3nccs3)CC2)n1Cc1ccccc1
 : -1	0.7	1.1	-3	3	3	-18	-13	-0.1
33. CN(CC(=O)Nc1ccccc1C(F)(F)F)C(=O)COc1ncnc2ccccc12
 : -27	1.0	0.1	0	0	-12	-6	0	-0.5
34. Cc1ccc(SCCNC(=O)CN(c2ccc3c(c2)OCO3)S(C)(=O)=O)cc1
 : 49	-0.5	0.3	4	4	-9	-18	-7	0.2
35. CC1(C)CC(=O)C(N=Nc2c(Cl)cc(Cl)cc2Cl)=C(O)C1
 : 14	-0.1	0.5	4	1	-10	-5	-9	-1.4
36. CN(C)CCC(=O)c1ccc(Cl)cc1
 : 4	1.1	0.2	-9	9	.	-21	-17	0.9
37. CC(=O)Nc1nc2c(s1)C(=O)NCCC2
 : -1	0.5	-0.5	21	-4	-11	-7	-4	0.1
38. O=C1OCC(CO)(CO)N=C1NNc1ccccc1Cl
 : -2	0.1	-0.2	-20	-2	-12	-11	-13	1.7
39. Cc1ccccc1CSc1ncc(C#N)c(N)n1
 : 2	-1.0	-2.3	12	4	-10	-22	-18	-1.1
40. CCN1CCN(CCC(=O)Nc2ccc3c(c2)OCO3)CC1
 : 13	-0.2	0.8	19	0	-3	-13	-1	0.2
41. COC(=O)CCC(=O)OC1(C)C(=O)C=C2C=C(C3CC3)N(c3cccc(C#N)c3)C=C2C1=O (configuration not stated)
 : -4	.	0.7	-14	18	21	14	-15	.
42. O=C(Oc1cccc2cccnc12)c1cccs1
 : 30	0.4	-13	14	0	-1	-17	-10	-0.5
43. NS(=O)(=O)c1ccc(N/C=C\C(=O)c2ccncc2)cc1
 : -16	0.7	-6.9	3	-12	-5	-17	-22	0.5
44. Nc1ccc2nc(SCc3ccc([N+](=O)[O-])cc3)sc2c1
 : 25	0.3	-17	-2	-4	-6	7	-6	-1.4
45. COc1ccc(C(=O)N2C(=S)NC(=O)/C2=C\c2ccc(C)cc2)cc1
 : 41	1.4	0.9	8	10	-4	-76	-136	1.6
46. Cc1cc(NC(=O)c2nn3cccnc3c2Cl)no1
 : 27	1.4	-0.4	25	-6	-12	-14	-8	-0.6
47. Cc1[nH]nc(SCC(=O)NC(C)c2ccccc2)c1[N+](=O)[O-] (configuration not stated)
 : -29	0.1	0.1	-15	-3	-5	-17	-14	1.2
48. COc1cccc(/C(O)=C2/C(=O)C(=O)N(CCCN3CCOCC3)C2c2ccncc2)c1 (configuration not stated)
 : 13	1.0	-3.4	-3	1	-13	-12	-2	0.4
49. COC(=O)c1ccc(N2CCN(S(=O)(=O)c3ccc(C)cc3)CC2)c([N+](=O)[O-])c1
 : 75*	-0.1	-7.9	4	2	-19	-19	2	2.0
50. CC(=O)c1ccc(OC(=O)CCc2nc3ccccc3s2)cc1
 : 2	-0.1	0.7	11	37	-11	-1	-14	0.9

(further entries)
Order of values: CHOP inhibitor	TRPML3 agonist	TNF death inh	PPC-1+TRAIL kill	Runt-SMMHC FRET	MDM2 E3 inh	EBV gp42 block	p47phox inh	TRPN1 ag
51. Cc1ccccc1NC(=S)N(CCN1CCOCC1)Cc1ccccc1F
 : 2	1.1	-0.5	3	3	-12	-17	-3	-0.3
52. COC(=O)C(NNc1ccc(F)cc1)(NC(=O)c1ccccc1)C(F)(F)F (configuration not stated)
 : -4	0.7	0.9	22	21	-20	-2	-4	-0.7
53. CCOc1c(Cl)cc(Cl)cc1CNCCNCCO
 : 2	-1.3	-1.0	1	-2	6	-6	-47	-1.5
54. COc1cc(NC(=O)Cc2c(C(=O)O)n(C)c3ccccc23)cc(OC)c1OC
 : 4	0.5	0.5	7	-1	-10	2	-6	-0.3
55. COc1ccc(S(=O)(=O)Nc2ccc(F)cc2)c(C)c1C
 : 29	0.4	-1.2	22	-1	-4	-3	-5	2.0
56. CCc1n[n+](CC(=O)c2ccccc2)c(N)s1
 : 6	-0.5	2.0	65*	-3	-77	-12	-8	-1.9
57. CCCCCN=Cc1c(C)[nH]n(-c2nc3ccccc3s2)c1=O
 : .	1.0	-16	91*[5 µM]	2	-9	-20	-38	1.2
